Screening results as filed in PubChem BioAssay.
GLP-1R agonist: qHTS of GLP-1 Receptor Agonists. Glucagon-like peptide 1 receptor (Homo sapiens), P43220. HEK293 GLP-1R CRE-luciferase, luminescence, 4-6 h; cells express a hypersensitive GLP-1R form. Potency, µM (top dose mostly 45.6 µM), for the others: at the highest dose activation, hits mostly activators. 380,000 compounds, 0.007% hits. AID 624172, 2012; further: potency means the concentration at half of the fitted maximal effect; % of control where 0% means no effect
Target sequence (P43220 whole entry, looked up): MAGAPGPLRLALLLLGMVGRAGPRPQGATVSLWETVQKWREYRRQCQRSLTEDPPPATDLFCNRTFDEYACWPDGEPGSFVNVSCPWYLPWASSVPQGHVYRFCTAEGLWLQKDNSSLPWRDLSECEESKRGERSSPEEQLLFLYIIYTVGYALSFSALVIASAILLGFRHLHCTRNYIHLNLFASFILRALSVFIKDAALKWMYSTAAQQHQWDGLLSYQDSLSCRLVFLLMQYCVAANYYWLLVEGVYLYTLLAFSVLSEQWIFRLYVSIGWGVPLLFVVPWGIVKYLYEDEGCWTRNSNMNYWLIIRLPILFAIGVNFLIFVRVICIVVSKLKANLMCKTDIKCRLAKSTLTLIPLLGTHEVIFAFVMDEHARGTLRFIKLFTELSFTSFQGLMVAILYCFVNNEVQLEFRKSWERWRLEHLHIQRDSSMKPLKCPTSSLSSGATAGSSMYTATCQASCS
D3 antag: qHTS of D3 Dopamine Receptor Antagonist: qHTS; D(3) dopamine receptor (Homo sapiens), P35462; D3R cells, DiscoveRx beta-arrestin luminescence, antagonist mode; hits give low values; max response, negative = inhibition, %; 360,000 compounds, 2.5% hits; AID 652054, 2013; in the data active means max response below about -50%; inconclusive means no clear call, values can overlap the other calls; further: on the % scale 0 is the no-effect control and ±100 the full control effect; mostly tested at two doses, the higher about 12 µM
Target sequence (P35462 whole entry, looked up): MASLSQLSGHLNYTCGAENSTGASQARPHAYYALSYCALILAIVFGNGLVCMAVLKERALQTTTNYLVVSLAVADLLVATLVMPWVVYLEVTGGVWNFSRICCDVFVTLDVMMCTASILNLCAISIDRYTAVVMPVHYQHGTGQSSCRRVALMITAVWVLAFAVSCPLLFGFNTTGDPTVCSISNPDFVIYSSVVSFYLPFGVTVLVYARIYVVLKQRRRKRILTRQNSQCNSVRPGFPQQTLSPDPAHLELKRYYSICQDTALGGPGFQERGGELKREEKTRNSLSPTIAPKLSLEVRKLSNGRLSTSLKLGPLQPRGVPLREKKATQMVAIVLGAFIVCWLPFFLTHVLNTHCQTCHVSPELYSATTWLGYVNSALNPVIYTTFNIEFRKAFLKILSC
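Cells plated overnight at 1500 cells/well, then exposed to library compounds with dopamine controls for 90 minutes at 37 degrees C. DiscoveRx reagent added for 30–60 minutes at room temperature; luminescence read, quantitative HTS format.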
GLP-1R inv ag: qHTS of GLP-1 Receptor Inverse Agonists (Inhibition Mode); Glucagon-like peptide 1 receptor (Homo sapiens), P43220; HEK293 GLP-1R CRE-luciferase, luminescence, 24 h; GLP-1R form is constitutively active; Potency, µM (highest dose often 38.3 µM), for inactives: at the top dose activity change, negative = inhibition, hits mostly inhibitors; 410,000 compounds, 1.6% hits; AID 624417, 2012; further: potency means the concentration at half of the fitted maximal effect; on the % scale 0 is the no-effect control and ±100 the full control effect; nearly all actives have a fitted effect of over 55% in size
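Constitutively active GLP-1R drives a cAMP-responsive luciferase in stably transfected HEK293 cells; test compounds are added after overnight (12 h) attachment and left 24 hr, and signal loss in luminescence marks inhibition.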
PTHR1 agonist: qHTS for PTHR1 Agonists: Primary Screen; HEK293 GP2 PTHR1 cells, GloSensor cAMP luminescence, 1 h; Potency, µM (highest dose often 115 µM), for the others: top-dose activation, actives largely listed as activators; 410,000 compounds, 0.075% hits; Parathyroid hormone/parathyroid hormone-related peptide receptor (Homo sapiens), Q03431; further: potency means the concentration at half of the fitted maximal effect; nearly all actives have a fitted effect of over 55% in size; some results filed as inactive show a strong effect at the top dose; inactives centre near -15; many of its hits are not listed in these tables
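HEK-293-derived GP2 cells expressing PTHR1 and a GloSensor cAMP reporter, 3,000/well, plated overnight, given luciferin plus IBMX (each 0.5 mM as added) for 1 h at 37 °C, then compound for 1 h at 37 °C. Luminescence was read after 15 min at room temperature.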
aSyn yeast inh: qHTS of alpha-syn Inhibitors | 370,000 compounds, 0.14% hits | Potency, µM (titrated, usually from 46.1 µM), inactives show top-dose growth rescue (activation), actives largely listed as activators | Yeast expressing alpha-synuclein, growth rescue, BacTiter-Glo, 24 h; further: potency means the concentration at half of the fitted maximal effect; % of control where 0% means no effect; nearly all actives have a fitted effect of over 65% in size
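Readout is rescue of growth in alpha-synuclein-expressing yeast, so inhibitors of toxicity appear as activators. Growth after 24 hr at 30 deg C in galactose medium is quantified by luminescence.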
FUS suppressor: qHTS for Suppressors of FUS Proteinopathy: Primary screen using FUS-linked yeast assay | AID 1347120, 2019 | Potency, µM (highest dose often 76.6 µM), for inactives: top-dose growth rescue (activation), usual class: activators | 390,000 compounds, 0.24% hits | S. cerevisiae FUS-expressing, growth rescue, OD600, 24 h;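 further: potency means the concentration at half of the fitted maximal effect; plate controls were DMSO vehicle for no effect and reference control for full effect; nearly all actives have a fitted effect of over 55% in size; some results filed as inactive show a strong effect at the top dose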
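FUS-expressing yeast, raffinose-pregrown, induced in 2% galactose minimal medium at OD 0.005; compounds in a dilution series, 24hr at 30C. Growth restoration read as absorbance at 600 nm. CP55940 positive control, DMSO negative.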
TDP43 rescue: qHTS of TDP-43 Inhibitors. TDP-43 expressing yeast growth rescue, BacTiter-Glo, 24 h. Potency, µM (titrated, usually from 46.1 µM), for inactives: at the top dose growth rescue (activation), most hits filed as activators. 410,000 compounds, 1.8% hits. AID 652104, 2013; further: potency means the concentration at half of the fitted maximal effect; % of control where 0% means no effect; nearly all actives have a fitted effect of over 50% in size
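Luminescence from BacTiter-Glo reports growth of TDP-43-expressing yeast after 24 hr at 30 deg C with compound. Cells were raffinose-pregrown to mid-log, then seeded in galactose medium at OD600=0.02.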
Abeta yeast res: qHTS for compounds that reverse cellular toxicity of Amyloid beta (A-beta) peptide in yeast: Primary Screen | Potency, µM (highest dose often 46.1 µM), inactives show at the highest dose growth rescue, hits mostly activators | yeast expressing A-beta42, growth rescue, OD600, 48 h; response scale: 0% DMSO, 100% iron-clioquinol control | 410,000 compounds, 0.063% hits | AID 1347071, 2019; further: potency means the concentration at half of the fitted maximal effect; nearly all actives have a fitted effect of over 55% in size
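Growth rescue measured by 600 nm absorbance after 48 h yeast culture at 30 C with compound. Values normalized between DMSO and an equimolar ferric chloride plus clioquinol control.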
pAkt inh: HTS Assay for Inhibitors of Akt Phophorylation: Primary Screen | Neuro2A IGF-stimulated pAkt S473 HTRF, 20 min; hits give low values | activity change, % for hits at 50 µM | AID 651550, 2012 | 360,000 compounds, 0.32% hits; in the data active means activity change below about -80%; inconclusive means mostly about -51% to -80%; further: on the % scale 0 is the no-effect control and ±100 the full control effect
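Neuro2A cells in DMEM with 0.5% FBS, overnight at 37 deg C, given compound at single 50 µM final, then IGF (6 nM final) for 20 min at 37 deg C. Lysed; phospho-Akt Ser473 by HTRF after 24 h, 665/615 ratio.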
* marks the source's active call; other numbers are inactive results; & = joins results of further samples; [ ] = another dose, or the depositor's remark. Unless noted, the call rests on the fitted dose curve; in most records, active means well fitted curve in the direction sought with a large enough effect; inconclusive means small, poorly fitted or top-dose-only effect, or another doubt; inactive means no such curve, though single readings can be large; an effect the other way counts as inactive or inconclusive.

How did CS(=O)(=O)c1ccc2nc(NC(=O)c3cccc(NS(=O)(=O)c4ccc(F)c(F)c4)c3)sc2c1 do in these assays?
GLP-1R agonist: -14%; D3 antag: 6; GLP-1R inv ag: inconclusive; PTHR1 agonist: -36%[inhibitor]; aSyn yeast inh: 0%; FUS suppressor: 28%; TDP43 rescue: -6%; Abeta yeast res: 10%; pAkt inh: inactive

Results for CC1(C)CC(=O)N(CC(=O)NCc2ccc(F)cc2)c2ccccc2S1(=O)=O ?
GLP-1R agonist: 6%; D3 antag: -3; GLP-1R inv ag: -14%; PTHR1 agonist: -26%; aSyn yeast inh: -11%; FUS suppressor: -15%; TDP43 rescue: -1%; Abeta yeast res: 1%; pAkt inh: inactive

What do the screens show for `COc1ccc(OC)c(NC(=O)CCNC(=O)Cn2cnc3ccccc3c2=O)c1`?
GLP-1R agonist: -1%; D3 antag: 3; GLP-1R inv ag: 3%&-3%; PTHR1 agonist: inactive; aSyn yeast inh: 3%; FUS suppressor: 7%&1%; TDP43 rescue: 18%&-1%; Abeta yeast res: -6%&8%; pAkt inh: inactive

What do the screens show for `CCOC(=O)c1ccc(NC(=S)N2CCN(Cc3ccccc3)CC2)cc1`?
GLP-1R agonist: 0%; D3 antag: -17; GLP-1R inv ag: -6%; PTHR1 agonist: inactive; aSyn yeast inh: 22%; FUS suppressor: -4%; TDP43 rescue: -20%; Abeta yeast res: -5%; pAkt inh: inactive

What do the screens show for `Cc1ccc2c(c1)-c1[nH]c(=S)ncc1CS2`?
GLP-1R agonist: -3%; D3 antag: 11; GLP-1R inv ag: -11%; PTHR1 agonist: inactive; aSyn yeast inh: 20%; FUS suppressor: -28%; TDP43 rescue: 0%; Abeta yeast res: 5%; pAkt inh: inactive

Results for CCOCC(=O)Nc1nnc(SCCOC)s1 ?
GLP-1R agonist: -10%; D3 antag: -7; GLP-1R inv ag: 0%; PTHR1 agonist: -4%[57.5 µM]; aSyn yeast inh: 5%; FUS suppressor: -8%; TDP43 rescue: 3%; Abeta yeast res: 17%; pAkt inh: -85%*

What do the screens show for `Cc1csc2nc(COC(=O)CNC(=O)c3ccc(Cl)cc3)cc(=O)n12`?
GLP-1R agonist: 13%; D3 antag: 3; GLP-1R inv ag: 15%; PTHR1 agonist: -23%; aSyn yeast inh: -4%; FUS suppressor: -15%; TDP43 rescue: -3%; Abeta yeast res: -10%; pAkt inh: inactive

How did COc1nccnc1NS(=O)(=O)c1ccc(N=Cc2c(C)[nH]n(-c3ccc(C)c(C)c3)c2=O)cc1 do in these assays?
GLP-1R agonist: -3%; D3 antag: -60*; GLP-1R inv ag: -19%; PTHR1 agonist: 1%[57.5 µM]; aSyn yeast inh: -25%; FUS suppressor: 24%; TDP43 rescue: -24%; Abeta yeast res: -16%; pAkt inh: inactive

Results for CC(Cc1cccs1)NC(=O)Nc1ccc([N+](=O)[O-])cc1 (stereo unspecified) ?
GLP-1R agonist: 1%; D3 antag: 0; GLP-1R inv ag: inconclusive; PTHR1 agonist: -32%[inhibitor]; aSyn yeast inh: -19%; FUS suppressor: -10%; TDP43 rescue: 3%; Abeta yeast res: -15%; pAkt inh: inactive

How did CCn1cc([N+](=O)[O-])c(C(=O)Nc2nc(-c3ccc(C)cc3)c(C)s2)n1 do in these assays?
GLP-1R agonist: 18%; D3 antag: 4; GLP-1R inv ag: 80%[activator]; PTHR1 agonist: inactive; aSyn yeast inh: -9%; TDP43 rescue: 20%; Abeta yeast res: 0%; pAkt inh: inactive

How did COc1ccc(-c2csc(N)n2)cc1F do in these assays?
GLP-1R agonist: 15%; D3 antag: -7; GLP-1R inv ag: 44%[activator]; PTHR1 agonist: -57%[inhibitor]; aSyn yeast inh: -20%; FUS suppressor: -41%; TDP43 rescue: 23%; Abeta yeast res: -21%; pAkt inh: inactive

What do the screens show for `CCCOc1cccc(C2c3c(oc4ccc(F)cc4c3=O)C(=O)N2CCCN2CCOCC2)c1` (stereo unspecified)?
GLP-1R agonist: -1%; GLP-1R inv ag: -9%; PTHR1 agonist: inactive; FUS suppressor: 3%; TDP43 rescue: 18%; Abeta yeast res: 2%

Results for CC12Cc3ccc4ccccc4c3C=C1C[N+](C)(C)C2 (stereo unspecified) ?
GLP-1R agonist: -1%; D3 antag: -7; GLP-1R inv ag: inconclusive; PTHR1 agonist: inactive; aSyn yeast inh: 15%; FUS suppressor: 20%; TDP43 rescue: -10%; Abeta yeast res: 1%; pAkt inh: inactive

What do the screens show for `CNC(=O)c1ccc(OCc2ccccc2)c(OC)c1`?
GLP-1R agonist: -5%; D3 antag: 5; GLP-1R inv ag: 7%; PTHR1 agonist: inactive; aSyn yeast inh: -1%; FUS suppressor: -1%; TDP43 rescue: 4%; Abeta yeast res: 0%; pAkt inh: inactive

What do the screens show for `CCc1nnc2n1N=C(c1ccc(OC)cc1)CS2`?
GLP-1R agonist: 16%; D3 antag: 4; GLP-1R inv ag: -2%; PTHR1 agonist: -15%[57.5 µM]; aSyn yeast inh: -1%; FUS suppressor: 16%; TDP43 rescue: -5%; Abeta yeast res: 3%; pAkt inh: inactive

By substructure: the compounds so far with an NH in an aromatic ring (2)
What do the screens show for `Cc1ccc2c(c1)-c1[nH]c(=S)ncc1CS2`?
GLP-1R agonist: -3%; D3 antag: 11; GLP-1R inv ag: -11%; PTHR1 agonist: inactive; aSyn yeast inh: 20%; FUS suppressor: -28%; TDP43 rescue: 0%; Abeta yeast res: 5%; pAkt inh: inactive

How did COc1nccnc1NS(=O)(=O)c1ccc(N=Cc2c(C)[nH]n(-c3ccc(C)c(C)c3)c2=O)cc1 do in these assays?
GLP-1R agonist: -3%; D3 antag: -60*; GLP-1R inv ag: -19%; PTHR1 agonist: 1%[57.5 µM]; aSyn yeast inh: -25%; FUS suppressor: 24%; TDP43 rescue: -24%; Abeta yeast res: -16%; pAkt inh: inactive

The list continues.
Results for O=C(CN1C(=O)NC2(CCCCCC2)C1=O)NCc1ccc(F)cc1 ?
GLP-1R agonist: -11%; D3 antag: -2; GLP-1R inv ag: -13%; PTHR1 agonist: inactive; aSyn yeast inh: 0%; FUS suppressor: 2%; TDP43 rescue: 3%; Abeta yeast res: 6%; pAkt inh: inactive

What do the screens show for `COc1ccc(-c2cn(Cc3ccc(C(=O)c4ccccc4)cc3)nn2)cc1`?
GLP-1R agonist: 12%; D3 antag: -16; GLP-1R inv ag: inconclusive; PTHR1 agonist: -91%[inhibitor]; aSyn yeast inh: -3%; FUS suppressor: 30%; TDP43 rescue: -4%; Abeta yeast res: -3%; pAkt inh: inactive

Results for COc1ccccc1-c1cc(C(=O)N2CCOCC2)no1 ?
GLP-1R agonist: 17%; D3 antag: 3; GLP-1R inv ag: -5%; PTHR1 agonist: -6%; aSyn yeast inh: 5%; FUS suppressor: 5%; TDP43 rescue: 1%; Abeta yeast res: 2%; pAkt inh: inactive

Results for CCC(=O)N1CCc2cc(S(=O)(=O)NCCC(=O)N3CCN(Cc4ccccc4)CC3)ccc21 ?
GLP-1R agonist: 3%; D3 antag: 30; GLP-1R inv ag: 0%; PTHR1 agonist: inactive; aSyn yeast inh: 6%; FUS suppressor: -5%; TDP43 rescue: 22%; Abeta yeast res: 15%; pAkt inh: inactive

How did COc1ccc(OC)c(C2NC(=O)NC(C)=C2C(=O)Nc2ccc(C)cc2C)c1 (stereo unspecified) do in these assays?
GLP-1R agonist: 0%; D3 antag: -13; GLP-1R inv ag: -2%; PTHR1 agonist: inactive; aSyn yeast inh: -2%; FUS suppressor: 6%; TDP43 rescue: 22%; Abeta yeast res: -3%; pAkt inh: inactive

Results for CC(C)CN1C(=O)NC(NC(=O)c2cccnc2)(C(F)(F)F)C1=O (stereo unspecified) ?
GLP-1R agonist: -1%; D3 antag: 24; GLP-1R inv ag: 0%; PTHR1 agonist: inactive; aSyn yeast inh: 18%; FUS suppressor: 13%; TDP43 rescue: -17%; Abeta yeast res: 1%; pAkt inh: inactive

What do the screens show for `Cc1ccc(NC(=O)CN(C)C(=O)CCC(=O)c2cccs2)cc1`?
GLP-1R agonist: 2%; D3 antag: 13; GLP-1R inv ag: 4%; PTHR1 agonist: inactive; aSyn yeast inh: 1%; FUS suppressor: 9%; TDP43 rescue: 17%; Abeta yeast res: -6%; pAkt inh: inactive

What do the screens show for `O=C1CCC[C@@H]2[C@H]3CCC[N+]4([O-])CCC[C@@H](CN12)[C@@H]34` (stereo partly specified)?
GLP-1R agonist: 0%; D3 antag: 0; GLP-1R inv ag: -10%; PTHR1 agonist: inactive; aSyn yeast inh: 0%; FUS suppressor: -10%; TDP43 rescue: -6%; Abeta yeast res: 12%; pAkt inh: inactive

How did CC1CC(C)(C)NC(=S)N1CC(=O)NCc1ccccc1Cl (stereo unspecified) do in these assays?
GLP-1R agonist: -21%; D3 antag: 0; GLP-1R inv ag: -3%; PTHR1 agonist: 17%; aSyn yeast inh: 8%; TDP43 rescue: -29%; Abeta yeast res: -9%; pAkt inh: inactive

This is a subset, so the mix of outcomes need not match the whole.
